Assay outcomes from PubChem.
Rv3671c inh = inhibits the M. tuberculosis serine protease Rv3671c; inhibition, % at 5.96 µM; 320,000 tested, 0.048% active; in the data active = inhibition above about 38%;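 note: extracellular domain of Rv3671c used as enzyme; 0% = enzyme with DMSO and 100% = no enzyme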
BoNT A protease = BoNT A light chain protease inhibition. multiplex microsphere protease substrate cleavage, flow cytometry. inhibition, % at 10 µM. 360,000 tested, 0.17% active; note: plate controls were buffer without enzyme for full effect and enzyme alone for no effect
MazEF act = activators of E. coli MazEF toxin-antitoxin RNase; P0AE70; FAM/BHQ RNA-DNA oligo cleavage fluorescence, 5 h; activation, % at 20 µM; 350,000 tested, 0.32% active; AID 504720; in the data active = activation above about 50%
Target sequence (P0AE70 whole entry, looked up): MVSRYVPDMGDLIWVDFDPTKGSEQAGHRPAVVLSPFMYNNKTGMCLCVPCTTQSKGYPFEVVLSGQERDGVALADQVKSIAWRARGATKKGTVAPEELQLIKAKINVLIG
DUSP3 inh = blocks human VHR1 dual specificity phosphatase. recombinant VHR phosphatase, pNPP absorbance. inhibition, % at 13.3 µM. 290,000 tested, 0.52% active; in the data active = inhibition above about 50%; note: some compounds called inactive have numbers as strong as hits
Target sequence (P51452 whole entry, looked up): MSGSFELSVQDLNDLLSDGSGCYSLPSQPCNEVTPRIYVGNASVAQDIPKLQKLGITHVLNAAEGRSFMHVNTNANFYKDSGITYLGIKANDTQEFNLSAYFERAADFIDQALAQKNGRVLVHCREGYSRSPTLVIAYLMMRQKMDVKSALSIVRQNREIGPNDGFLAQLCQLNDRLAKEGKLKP
SSB-PriA inh = K. pneumoniae PriA-SSBct interaction inhibition | AID 1272365 | inhibition, % at 33 µM | AlphaScreen SSBct-PriA binding, biotinylated peptide | 430,000 tested, 0.6% active; in the data active = inhibition mostly above about 37%, no sharp cut-off; inactive = mostly below about 20%;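 note: plate controls were negative control peptide for no effect and reference peptide for full effect; strong numbers were not always called active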
PrPC TRFRET = reduces human prion protein on the cell surface. cell surface PrPC, TR-FRET read-out. P04156. inhibition, % at 13.8 µM. 370,000 tested, 0.43% active; in the data active = inhibition above about 24%; note: 0% = median of the test wells and 100% = reference compound wells
BoNT F protease = inhibitors of Botulinum neurotoxin F light chain protease. Multiplex microsphere protease cleavage assay, flow cytometry. 360,000 tested, 0.22% active. inhibition, % at 10 µM; in the data active = inhibition above about 35%, passing the limit was not always enough; inconclusive = no clear call, values can overlap the other calls; note: plate controls were buffer without enzyme for full effect and enzyme alone for no effect
3CLpro inhibitor = SARS-CoV 3CLpro protease inhibition; P0C6X7; recombinant SARS-CoV 3CLpro, quenched FRET peptide cleavage; inhibition, % at 6 µM; 290,000 tested, 0.14% active; AID 1706; in the data active = inhibition above about 12%
Anthrax LF inh2 = inhibitors of Bacillus anthracis lethal factor protease; multiplex microsphere protease cleavage assay, LF; 360,000 tested, 0.12% active; P15917; AID 588501; inhibition, % at 10 µM; note: plate controls were buffer without enzyme for full effect and enzyme alone for no effect
Target sequence (P15917 whole entry, looked up): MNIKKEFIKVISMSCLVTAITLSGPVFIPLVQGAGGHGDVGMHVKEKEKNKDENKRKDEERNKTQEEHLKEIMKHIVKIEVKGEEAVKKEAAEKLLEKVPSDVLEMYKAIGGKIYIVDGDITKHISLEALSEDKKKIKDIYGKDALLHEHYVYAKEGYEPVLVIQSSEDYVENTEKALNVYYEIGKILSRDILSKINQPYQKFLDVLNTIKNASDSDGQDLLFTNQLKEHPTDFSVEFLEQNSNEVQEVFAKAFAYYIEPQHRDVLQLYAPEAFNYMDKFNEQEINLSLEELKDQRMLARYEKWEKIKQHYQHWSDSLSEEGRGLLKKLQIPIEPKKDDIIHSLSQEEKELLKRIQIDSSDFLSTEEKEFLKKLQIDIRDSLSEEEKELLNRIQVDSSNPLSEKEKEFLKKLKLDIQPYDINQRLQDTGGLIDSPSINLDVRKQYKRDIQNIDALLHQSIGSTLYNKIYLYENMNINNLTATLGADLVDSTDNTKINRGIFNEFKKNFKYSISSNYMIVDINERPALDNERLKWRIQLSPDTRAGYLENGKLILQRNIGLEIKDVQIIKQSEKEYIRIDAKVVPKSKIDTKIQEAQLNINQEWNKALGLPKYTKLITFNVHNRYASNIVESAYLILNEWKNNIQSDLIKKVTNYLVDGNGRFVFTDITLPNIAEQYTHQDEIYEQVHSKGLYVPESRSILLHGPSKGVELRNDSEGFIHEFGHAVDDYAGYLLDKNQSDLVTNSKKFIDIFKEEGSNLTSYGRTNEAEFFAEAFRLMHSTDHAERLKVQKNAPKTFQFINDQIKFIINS
CCHF vOTU inh = CCHFV vOTU protease inhibition; Pep-AMC fluorescence; inhibition, % at 11.5 µM; 370,000 tested, 0.55% active; in the data active = inhibition above about 30%; note: 0% = vehicle wells with enzyme and 100% = no enzyme wells
* hit, by the source's call; i = inactive; ? = inconclusive; nt = no result given. Cut-off read from the data, not from the text of the source, unless noted: active = inhibition above about 30%; inconclusive = no clear call, values can overlap the other calls; inactive = below that. Not all compounds are listed; rates above refer to the full screens.

entry	mol	Rv3671c inh	BoNT A protease	MazEF act	DUSP3 inh	SSB-PriA inh	PrPC TRFRET	BoNT F protease	3CLpro inhibitor	Anthrax LF inh2	CCHF vOTU inh
1	CC(C)C(OC(=O)CN1C(=O)c2ccccc2C1=O)C(=O)NC1CCCC1 (centres undefined)	-2	1.9	10	26	7	-7	-30	-11	-1	22
2	COc1cccc(C(=O)Nc2ccc(S(=O)(=O)Nc3onc(C)c3C)cc2)c1	8	-0.5	-12	8	-1	12	-9	3	4	7
3	Cc1ccc(/C=N/N2CCN(c3ccc(Cl)cc3)CC2)o1	-3	-0.3	-4	18	nt	-3	-10	-5	-1	7
4	CCOC(=O)c1sc(NC(=O)CSc2nnc(C(C)C)n2C)nc1C	1	-0.3	3	29	-7	-5	5	-1	2	-16
5	O=C(c1ccc(Cl)cc1)C1CCN(C(=O)C2CC2)CC1	-9	3.5	1	-12	-1	nt	34	4	6	nt
6	COc1ccc(-c2nn(CCC#N)cc2C(=O)Nc2cccc(C(=O)O)c2)cc1OC	nt	2.1	12	-2	-8	1	?	-1	6	7
7	COCc1ccc(C(=O)N2CCc3c([nH]c4ccccc34)C2c2ccccn2)s1 (centres undefined)	-17	-0.3	8	31	10	3	-4	-6	-4	2
8	COc1cccc(NC(=O)NNC(=O)COc2ccc3ccccc3c2)c1	4	3.7	5	27	-7	5	8	0	0	3
9	Cc1cccc(C)c1N1CCN(C(=O)Nc2ccc3c(c2)OCCO3)CC1	3	nt	0	16	-1	6	nt	3	nt	3
10	CCOc1ccc(S(=O)(=O)N2CCCCC2)cc1NC(=O)CN1CCCC1c1cccs1 (centres undefined)	-21	-4.0	-5	nt	5	-3	-11	nt	-5	0
11	CCOC(=O)c1cc(CC)sc1NC(=O)COC(=O)c1ccccn1	-7	-4.5	7	nt	-10	3	7	nt	-1	6
12	Cc1ncc(CO)c2c1Oc1nc(-c3ccccc3)nc(SCC(=O)Nc3cccc(O)c3)c1C2	-53	-0.2	18	-14	10	2	-1	3	0	13
13	Cc1cccc(NCCC(=O)c2ccc(Br)cc2)c1	-11	-0.6	-7	21	-1	1	-10	-3	-4	-14
14	CN(Cc1ccon1)C(=O)CC1C(=O)NCCN1Cc1ccc(F)c(F)c1 (centres undefined)	-13	1.2	-3	-12	-5	nt	0	5	-1	nt
15	CC1=CC(C)(C)N2C(=O)C3(C(C#N)=C(N)OC4=C3C(=O)CC(C)(C)C4)c3cccc1c32 (centres undefined)	nt	nt	nt	-1	nt	-3	nt	-4	nt	4
16	CC1(C)CC(=O)C2=C(C1)Nc1ccccc1NC2c1ccc2c(c1)OCO2 (centres undefined)	0	0.6	-2	15	-10	-9	1	-1	5	4
17	CN(CC(=O)N1CCCC1)S(=O)(=O)c1ccc2ccccc2c1	-9	-1.0	2	14	-4	5	-5	-5	2	13
18	COCCN(C(=O)Cc1ccc(S(=O)(=O)N2CCOCC2)s1)c1c(N)n(CC(C)C)c(=O)[nH]c1=O	nt	0.5	-8	nt	4	4	2	nt	-4	-5
19	CCc1c(C(=O)N/N=C/c2cn[nH]c2-c2ccc(F)cc2)csc1C	-2	0.3	8	-11	nt	0	-2	3	-3	-17
20	CC(=O)c1cccc(NC(=O)CSCc2ccc(Br)cc2)c1	-10	-1.2	-5	13	-18	8	-2	1	-3	2

Next section:
entry	mol	Rv3671c inh	BoNT A protease	MazEF act	DUSP3 inh	SSB-PriA inh	PrPC TRFRET	BoNT F protease	3CLpro inhibitor	Anthrax LF inh2	CCHF vOTU inh
21	CC(OC(=O)C1CSC2(c3ccc(F)cc3)CCC(=O)N12)C(=O)NC(N)=O (centres undefined)	5	4.7	-4	15	-9	2	19	1	-1	-9
22	Cc1ccc(N(CC(=O)Nc2ccc3c(c2)OCCO3)S(=O)(=O)c2c(C)n[nH]c2C)cc1	2	-1.7	1	21	-13	8	-29	2	-6	17
23	O=C(NCCN1CCOCC1)c1cc(Sc2ccccc2Cl)nc2ccccc12	-4	nt	nt	-16	nt	-23	nt	4	nt	7
24	O=C(CSc1nnc(CNC(=O)c2cccs2)o1)Nc1ccccc1C(F)(F)F	9	0.6	13	6	-4	7	4	-3	1	17
25	Nn1c(SCc2cc([N+](=O)[O-])cc3c2OCOC3)nnc1-c1cccnc1	-4	-1.9	9	9	-9	2	3	5	0	1
26	CC(=O)C1=CCC(c2ccc(C)o2)N(S(=O)(=O)c2ccc(C)cc2)C1 (centres undefined)	nt	0.1	nt	nt	nt	7	-1	nt	1	-9
27	Cc1ccc(-c2csc(NC(=O)CCCc3cccs3)n2)cc1	-6	-0.8	1	22	-15	1	1	-1	-3	-13
28	Cc1nc2ncnn2c(C)c1Cc1ccc(Cl)cc1F	-2	-0.3	3	8	-5	-4	7	3	-4	9
29	CN(C)S(=O)(=O)N1CCC(Oc2ccc(C(=O)NC3CCCCC3)cc2)CC1	-1	-0.3	8	34	-4	-8	-2	2	1	-3
30	O=c1[nH]c(=S)[nH]c2c1C(c1ccc(Br)cc1)c1c([nH]c(=S)[nH]c1=O)O2	-20	-2.3	-17	15	-12	2	7	3	-12	43*
31	CC1=C(C(=O)Nc2ccccc2F)C(c2ccsc2)C2=C(CC(c3ccccc3)CC2=O)N1 (centres undefined)	-1	2.5	-4	38	2	0	12	-6	-1	-2
32	O=C(Nc1ccc(Cc2ccncc2)cc1)C1CC1	1	-1.3	7	-2	-7	1	-6	-5	-1	17
33	COc1cccc(CN2CCN(C(=O)c3cc(-c4cccnc4)nc4ccc(C)cc34)CC2)c1	6	-1.9	6	35	28	-6	-12	2	-1	2
34	Cc1ccc(C(=O)Cn2c(=N)n(N)c3ccccc32)cc1	5	-1.8	14	8	-6	3	?	0	2	-14
35	O=C1CCC(C(=O)Nc2cc(C(F)(F)F)ccc2-n2cncn2)=NN1	-2	nt	-1	-2	2	-9	nt	8	nt	19
36	CC(/C=C/c1ccccc1)=N/NC(=O)c1nc2nc(C)cc(C)n2n1	1	-0.7	7	22	nt	4	1	-2	-5	0
37	CCOc1ccc(Nc2ccc(S(=O)(=O)N3CCN(C)CC3)cc2[N+](=O)[O-])cc1OCC	-4	0.3	2	nt	20	-41	-14	nt	-4	-5
38	CC(=O)c1ccc(S(=O)(=O)N(CC(=O)NC2CC2)Cc2ccc(F)cc2)cc1	nt	-3.3	10	nt	-1	-4	-8	nt	0	4
39	CCN(CC)CCCNC(=O)c1cc(-c2cccc(Cl)c2)on1	2	-4.9	3	33	-6	-6	-6	-2	0	-3
40	CCn1c(SCC(=O)Nc2sc3c(c2C(N)=O)CCC(C)C3)nnc1-c1ccco1 (centres undefined)	4	-0.1	-9	12	0	-1	0	-7	0	6

Ordered by count of non-hydrogen atoms (ascending): part of the list above.
entry	mol	Rv3671c inh	BoNT A protease	MazEF act	DUSP3 inh	SSB-PriA inh	PrPC TRFRET	BoNT F protease	3CLpro inhibitor	Anthrax LF inh2	CCHF vOTU inh
34	Cc1ccc(C(=O)Cn2c(=N)n(N)c3ccccc32)cc1	5	-1.8	14	8	-6	3	?	0	2	-14
39	CCN(CC)CCCNC(=O)c1cc(-c2cccc(Cl)c2)on1	2	-4.9	3	33	-6	-6	-6	-2	0	-3
36	CC(/C=C/c1ccccc1)=N/NC(=O)c1nc2nc(C)cc(C)n2n1	1	-0.7	7	22	nt	4	1	-2	-5	0
21	CC(OC(=O)C1CSC2(c3ccc(F)cc3)CCC(=O)N12)C(=O)NC(N)=O (centres undefined)	5	4.7	-4	15	-9	2	19	1	-1	-9
38	CC(=O)c1ccc(S(=O)(=O)N(CC(=O)NC2CC2)Cc2ccc(F)cc2)cc1	nt	-3.3	10	nt	-1	-4	-8	nt	0	4
23	O=C(NCCN1CCOCC1)c1cc(Sc2ccccc2Cl)nc2ccccc12	-4	nt	nt	-16	nt	-23	nt	4	nt	7
40	CCn1c(SCC(=O)Nc2sc3c(c2C(N)=O)CCC(C)C3)nnc1-c1ccco1 (centres undefined)	4	-0.1	-9	12	0	-1	0	-7	0	6
22	Cc1ccc(N(CC(=O)Nc2ccc3c(c2)OCCO3)S(=O)(=O)c2c(C)n[nH]c2C)cc1	2	-1.7	1	21	-13	8	-29	2	-6	17

(next part)
41. Nc1c(N)c2ccccc2oc1=O
42. COc1nonc1NC(=O)CSc1nc2ccccc2[nH]1
43. CCN1C(=O)N[C@@H](c2ccc(Br)cc2)C(C(=O)OC)=C1C
44. N#CCSc1nnc(SCC#N)s1
45. CCSc1nnc(NC(=O)CCc2ccc(OC)cc2)s1
46. NC(=O)N1CCC2(CC1)NC(=O)N(c1ccccc1)N2
47. CCCOc1ccc(/C=N/NC(=O)CN(c2ccc(OCC)cc2)S(C)(=O)=O)cc1
48. O=C(NC(=S)Nc1ccccc1N1CCCC1)c1ccccc1Br

Screen / compound no. | 41 | 42 | 43 | 44 | 45 | 46 | 47 | 48
Rv3671c inh | 7 | -3 | -2 | 0 | -2 | 4 | -1 | -30
BoNT A protease | -0.4 | 0.2 | -0.2 | -0.9 | 0.1 | -0.2 | -2.7 | -1.0
MazEF act | -7 | 2 | 5 | 7 | 7 | 10 | -3 | nt
DUSP3 inh | -2 | 4 | -30 | 15 | 14 | -14 | 25 | 71
SSB-PriA inh | -7 | -19 | -10 | -12 | 3 | 3 | i | nt
PrPC TRFRET | -9 | 0 | 3 | -2 | 8 | 6 | 9 | 1
BoNT F protease | -4 | 6 | 2 | -7 | -1 | -2 | -13 | 10
3CLpro inhibitor | 1 | 2 | 1 | 2 | 2 | 4 | 1 | -3
Anthrax LF inh2 | 4 | 2 | 0 | -8 | -2 | 8 | -8 | -2
CCHF vOTU inh | 13 | 8 | 4 | 5 | 7 | -5 | 11 | 34*

49. CCN(CC)C(=O)C(=O)c1cccn1-c1cccc(-n2cccc2C(=O)C(=O)N(CC)CC)c1C#N
50. Nc1c(C(=O)Nc2ccccc2F)sc2nc(-c3cccnc3)ccc12
51. Cc1ccn2cc(CCNC(=O)C3CCCCC3)nc2c1
52. COc1ccc(C(=O)NNC(=O)CSc2nnc(C)n2C)cc1
53. OCC1(Cc2ccccc2C(F)(F)F)CCN(Cc2ccc3c(c2)CCO3)CC1
54. COc1ccc(CCn2c(O)c(C=NC3CC3)c(=O)[nH]c2=O)cc1OC
55. Cn1c(=O)c2c(nc3n2CC(COc2ccc(Cl)cc2)O3)n(C)c1=O (centres undefined)
56. Cn1c(SCC(=O)Nc2ccc(F)cc2)nc2c(c1=O)SCC2

Screen / compound no. | 49 | 50 | 51 | 52 | 53 | 54 | 55 | 56
Rv3671c inh | 0 | -6 | 1 | -7 | -2 | 11 | -1 | 8
BoNT A protease | -0.9 | 1.4 | -0.4 | -0.3 | -0.5 | 0.9 | -1.3 | -2.4
MazEF act | 8 | -17 | 7 | 0 | 8 | 1 | 8 | -4
DUSP3 inh | -1 | 13 | 28 | -15 | -3 | -2 | -1 | 6
SSB-PriA inh | 4 | -6 | -1 | 7 | -6 | -5 | -6 | -4
PrPC TRFRET | -3 | -7 | 5 | 7 | 2 | -1 | 1 | 1
BoNT F protease | -3 | ? | -8 | 3 | -1 | 14 | 10 | -16
3CLpro inhibitor | -4 | 6 | 2 | -1 | -7 | -1 | 1 | -3
Anthrax LF inh2 | -1 | -9 | -6 | -1 | -3 | 2 | 5 | -8
CCHF vOTU inh | 14 | 4 | -7 | 8 | 0 | -8 | -5 | 0

57. Cc1ccc(C)c(C(=O)Nc2cc(C)nn2-c2nc(C)cc(C)n2)c1
58. CC(=O)c1ccc(N2C(=O)C3C4C=CC(CC4)C3C2=O)cc1 (centres undefined)
59. O=C(Nc1ccc(F)c(Cl)c1)c1cc(C2CCCCN2C(=O)CCCc2ccccc2)on1 (centres undefined)
60. CC1CCCN(CC(O)COc2ccc3c(c2)OCO3)C1 (centres undefined)

Screen / compound no. | 57 | 58 | 59 | 60
Rv3671c inh | -5 | -3 | nt | 2
BoNT A protease | -1.3 | 0.2 | 0.0 | -0.3
MazEF act | -6 | 8 | nt | 10
DUSP3 inh | 21 | 6 | nt | 8
SSB-PriA inh | -6 | 4 | nt | -14
PrPC TRFRET | 5 | -2 | -5 | -5
BoNT F protease | -5 | -5 | 6 | -4
3CLpro inhibitor | 1 | -3 | nt | -3
Anthrax LF inh2 | -10 | 3 | -1 | -1
CCHF vOTU inh | -8 | -14 | 5 | 10
